Assay outcomes as filed in PubChem.
SKN-1 block = inhibitors of C. elegans SKN-1; inhibition, % at 21.8 µM; 360,000 tested, 0.49% active; AID 624304; C. elegans VP596 Pgst-4::GFP/RFP ratio, acrylamide-induced, 24 h;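 active means interference check ratio from 0.5 to 1.5 plus GFP to RFP signal ratio inhibition reaching or exceeding a fixed threshold, cut at about 30% in these data, passing the limit was not always enough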; further: some compounds called inactive have numbers as strong as hits
E coli Lon inh = inhibitors of E. coli Lon protease. purified E. coli Lon protease, fluorescence polarization. P0A9M0. inhibition, % at 7.94 µM. AID 602123. 360,000 tested, 0.42% active; in the data active means inhibition above about 13%, passing the limit was not always enough;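 further: 0% = enzyme with probe and DMSO and 100% = no enzyme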
Target sequence (P0A9M0 whole entry, looked up): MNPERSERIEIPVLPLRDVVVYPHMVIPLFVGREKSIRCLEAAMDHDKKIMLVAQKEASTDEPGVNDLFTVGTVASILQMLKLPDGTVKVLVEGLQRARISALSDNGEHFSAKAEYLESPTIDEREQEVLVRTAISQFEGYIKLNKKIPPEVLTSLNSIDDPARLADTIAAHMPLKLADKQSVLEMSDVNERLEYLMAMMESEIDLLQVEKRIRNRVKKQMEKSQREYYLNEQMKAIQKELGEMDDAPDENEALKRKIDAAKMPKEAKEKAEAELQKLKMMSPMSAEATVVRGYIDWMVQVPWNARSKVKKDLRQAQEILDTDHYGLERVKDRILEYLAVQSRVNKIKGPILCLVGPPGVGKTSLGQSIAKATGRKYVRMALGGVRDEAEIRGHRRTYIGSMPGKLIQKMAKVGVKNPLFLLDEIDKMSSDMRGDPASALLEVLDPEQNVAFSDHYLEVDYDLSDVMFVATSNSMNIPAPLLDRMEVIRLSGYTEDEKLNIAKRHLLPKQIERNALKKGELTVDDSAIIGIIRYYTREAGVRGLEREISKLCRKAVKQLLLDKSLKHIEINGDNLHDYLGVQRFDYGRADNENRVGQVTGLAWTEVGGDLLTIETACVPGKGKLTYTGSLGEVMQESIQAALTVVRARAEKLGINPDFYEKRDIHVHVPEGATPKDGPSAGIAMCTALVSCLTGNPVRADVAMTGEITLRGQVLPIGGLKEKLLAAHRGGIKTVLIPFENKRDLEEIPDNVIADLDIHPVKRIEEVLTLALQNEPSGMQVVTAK
MT1-MMP act inh = MT1-MMP (human) activation inhibition; AID 651647; 360,000 tested, 0.061% active; GFP/RFP ratio change, % at 20 µM; HT1080 RFP-PRO-GFP cells, GFP/RFP ratio fluorescence, overnight; percent of plate control window, DMSO zero;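 active means GFP/RFP ratio change of at least 30% with cell ATP level not reduced by more than half and red fluorescence within 50% of control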; further: strong numbers were not always called active
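Read-out: GFP/RFP fluorescence ratio; Test system: RFP-PRO-GFP reporter HT1080 cells; Compound dosing: single-point 20 µM compound, 1% DMSO; Times: overnight compound exposure at 37 °C.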
CendR NRP1 mod = alters CendR peptide binding to human NRP-1 | inhibition, % at 25 µM | FAM-RPARPAR peptide binding to NRP-1, fluorescence polarization | 360,000 tested, 0.85% active | AID 602438;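 active means inhibition or corrected inhibition above about 18%, plus a signal ratio from 0.5 to 1.5, limit read from the data, passing the limit was not always enough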; further: strong numbers were not always called active
Neddyl block = inhibitors of human cullin neddylation; AID 651699; 360,000 tested, 0.58% active; calls only at 25 µM; TR-FRET cullin neddylation, biochemical; P61081+Q13564; in the data active means inhibition above about 36%
MsrA inh = inhibitors of bovine MsrA | AID 651718 | 360,000 tested, 0.75% active | inhibition, % at 15.5 µM | purified bovine MsrA, absorbance read-out; in the data active means inhibition above about 4.5%;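 further: 0% = vehicle wells with enzyme and 100% = reference inhibitor wells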
FAS-TE inh = blocks the thioesterase domain of human fatty acid synthase. 360,000 tested, 0.67% active. inhibition, % at 15 µM. P49327. recombinant FAS-TE, OMFH fluorogenic substrate, fluorescence endpoint;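 active means compounds whose normalised, plate-corrected inhibition of enzyme fluorescence in the single-dose primary screen is 50% or more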;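 further: 0% = DMSO with enzyme and 100% = substrate without enzyme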
bovine MsrA act = activators of bovine methionine sulfoxide reductase A; purified bovine MsrA, absorbance read-out; activation, % at 10.6 µM; 360,000 tested, 0.3% active; AID 602163; in the data active means activation above about 7.5%;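 further: 0% = vehicle and 100% = reference activator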
Rin1-Abl PPI inh = blocks binding of human Rin1 to Abl | 360,000 tested, 0.4% active | inhibition, % at 7.35 µM | TR-FRET Rin1/Abl binding, biochemical; in the data active means inhibition above about 5%, passing the limit was not always enough
* marks the source's active call; other numbers are inactive results; i = inactive; / = not tested or not shown. Not a hit list; about 4.2% have a hit in one of these screens.

nr	structure	SKN-1 block	E coli Lon inh	MT1-MMP act inh	CendR NRP1 mod	Neddyl block
1	O=C(NC(=S)Nc1ccccc1C(=O)O)c1ccc(-c2ccc(Br)cc2)o1	-1	15	15	-19	i
2	O=C(Nc1ccc(NC(=O)C2CC2)nc1)c1cccc(F)c1	1	15	-3	14	i
3	CCOc1ccccc1N1CCN(S(=O)(=O)c2ccc(F)c(F)c2)CC1	2	-8	-2	6	i
4	Cc1cccc(NC(=O)CN(C)C(=O)/C=C/c2ccccc2)c1C	-8	9	8	4	i
5	Cc1cccc(NCc2ccccc2)c1	4	-4	-4	3	i
6	COc1ccc(OCc2nnc(SCC(=O)NC3CC3)n2C)cc1	-3	-6	-1	9	i
7	Cn1cncc1C#Cc1ccc(N2C(c3ccsc3)=Cc3ccc(F)cc3C2c2c[nH]c3ccccc23)cc1 (centres undefined)	10	-9	-9	-11	/
8	CCC(=O)N1CCc2cc(Br)cc(S(=O)(=O)NCc3ccco3)c21	4	-7	3	4	i
9	Cc1cccc(OCCC(=O)Nc2ccc(C)c(S(=O)(=O)N3CCCCC3)c2)c1	6	8	1	0	i
10	O=C(O/N=C/c1ccc2c(c1)OCO2)c1ccc([N+](=O)[O-])cc1	3	-4	1	-7	i
11	CC(=O)C1=C(O)C(=O)N(c2ccc(O)cc2)C1c1ccc([N+](=O)[O-])cc1 (centres undefined)	7	-1	2	17	i
12	Cc1cc(C)n2nc(SCC(=O)N/N=C/c3cccc(Br)c3)nc2n1	11	-4	1	2	i
13	Cc1cccc(-n2c(O)c(C=NCCCN3CCOCC3)c3ccccc3c2=O)c1	9	2	1	-5	i
14	Cc1nc2ccc(NC(=O)[C@@H](NC(=O)c3c(F)cccc3F)C(C)C)cc2s1	1	-67	-13	-83	i
15	CCn1c(C)c(C(C)=O)c(N2CCN(c3cccc(Cl)c3)CC2)nc1=S	23	15	-8	-17	i

nr	MsrA inh	FAS-TE inh	bovine MsrA act	Rin1-Abl PPI inh
1	4.4	31	-4	-24
2	0.8	-12	-5	-1
3	-0.4	11	-12	1
4	0.4	0	-13	-1
5	0.4	2	-1	0
6	-1.4	-6	-10	5
7	1.9	4	-5	/
8	/	-4	-9	3
9	0.1	21	1	-1
10	1.2	0	3	1
11	1.6	0	-4	1
12	-0.5	4	0	3
13	2.4	-6	-2	1
14	-0.4	-5	-5	5
15	0.2	9	-4	-1

New compounds follow.
nr	structure	SKN-1 block	E coli Lon inh	MT1-MMP act inh	CendR NRP1 mod	Neddyl block
16	NS(=O)(=O)c1ccc(CCNC(=O)c2ccc(=O)[nH]c2)cc1	2	13	2	17	i
17	O=C(Nc1ccon1)c1ccccc1Cl	5	-11	3	3	i
18	c1csc(CSc2nnc3sc4ccccc4n23)c1	-8	-3	-4	-15	i
19	Fc1cccc(CN2CCC(Cc3ccccc3)CC2)c1	-16	-2	1	0	i
20	NC(=O)c1cccc2c1C(=O)N(C1CCCCC1)C2	5	-7	1	-3	i
21	Cc1noc(C)c1NC(=O)N1C[C@H](O)COC[C@H]2O[C@@H](CC(=O)NCC3CCCCC3)CC[C@@H]21	4	/	3	0	i
22	CCCS(=O)(=O)N1CCCC(c2nc(-c3ccc(OC)cc3)no2)C1 (centres undefined)	9	-4	0	-20	i
23	COc1ccc(-c2nc(C(=O)NCCCN3CCOCC3)cc3c2[nH]c2ccccc23)cc1OC	1	-2	24	-3	/
24	COc1cc(NC(=O)C2=C(N3CCOCC3)/C(=C/c3ccc(Cl)cc3)CC2)cc(OC)c1OC	8	-10	-1	-6	i
25	C=CCn1c(SCC(=O)Nc2ccccc2OC)nnc1-c1ccccn1	-5	-1	1	-3	i
26	CCCC(=O)Nc1nc2ccc(NC(=O)c3cccnc3)cc2s1	3	-5	4	0	i
27	Cc1ccc(S(=O)(=O)N(CC(=O)Nc2cccc(N(C)S(C)(=O)=O)c2)c2ccc(Cl)c(Cl)c2)cc1	8	-12	-11	9	i
28	COc1ccc(NC(=O)c2cc(NC(=O)C3CCCCC3C(=O)O)ccc2N2CCOCC2)cc1 (centres undefined)	4	-15	3	9	i
29	CCN(CC)CCOC(=O)C1(c2ccccc2)CCOCC1	0	-2	-2	0	i
30	Cn1ncc(Br)c1C(=O)NC12CC3CC(CC(C3)C1)C2	9	-4	-2	-5	i

nr	MsrA inh	FAS-TE inh	bovine MsrA act	Rin1-Abl PPI inh
16	0.7	-6	-3	4
17	0.8	-5	-1	0
18	-1.9	0	-3	-3
19	-0.1	0	-2	0
20	-0.7	-9	-4	0
21	-0.8	/	/	/
22	-0.1	8	-2	0
23	0.9	5	1	1
24	0.2	18	-2	-4
25	-0.4	-9	-12	-2
26	0.4	-6	0	0
27	-0.9	31	-7	0
28	0.3	-3	0	-2
29	-0.5	-2	-11	1
30	0.0	-4	0	0

Remaining list, next part.
nr	structure	SKN-1 block	E coli Lon inh	MT1-MMP act inh	CendR NRP1 mod	Neddyl block
31	C=CCOC(=O)C(=O)/C=C/c1ccc2c(c1)Cc1ccccc1-2	-27	-7	6	-2	i
32	Cc1ccc(-c2nnc(N3CCCCC3)c3ccccc23)cc1S(=O)(=O)N1CCN(C)CC1	-5	-3	-21	-1	i
33	CC(=O)c1ccc(NC(=O)C(C)n2nc(-c3ccccc3)c3cc(Cl)ccc32)cc1 (centres undefined)	-2	-3	-7	-10	i
34	O=C(NC(=S)N1CCCc2ccccc21)c1ccc(Br)cc1	0	10	1	0	i
35	C=CCS(=O)(=O)N1CCC(CCOc2ccccc2)(C(=O)OCC)CC1	3	-1	-4	7	i
36	COc1ccc(C2=NN(C(=O)CCC(=O)O)C(c3cccs3)C2)cc1OC (centres undefined)	7	0	3	-8	i
37	C[C@H]1CN([C@@H](C)CO)C(=O)CCCn2nncc2CO[C@H]1CN(C)S(=O)(=O)c1ccc(-n2cccn2)cc1	-7	3	0	10	i
38	Cn1c(=O)n(C)c2cc(CNc3ccc(N4CCOCC4)c(C(=O)O)c3)ccc21	4	-6	9	4	i
39	O=C(NC(C(=O)O)c1ccccc1)c1ccccc1 (centres undefined)	-6	-9	0	6	i
40	O=C(CSCC(=O)NC1CCCC1)Nc1ccccc1	6	1	-4	-1	i
41	Cc1cc(NCCN2CCOCC2)n2nc(C)c(-c3ccccc3)c2n1	13	-9	3	3	i
42	CCN(CC(=O)Nc1ccc(NC(C)=O)cc1)C(=O)CSc1ncnc2sc(C)c(C)c12	1	-18	-2	-56	i
43	O=C(Cc1cccc(NC(=O)C2CCCN(C(=O)C3CC3)C2)c1)Nc1ccc(C(=O)N2CCOCC2)cc1 (centres undefined)	14	-2	5	-2	i
44	COc1cccc(/C=C/c2ccccn2)c1O	6	2	2	1	i
45	O=S(=O)(NC(=S)NC1CCCCC1)c1ccccc1	-19	-2	2	7	i

nr	MsrA inh	FAS-TE inh	bovine MsrA act	Rin1-Abl PPI inh
31	-0.9	6	0	4
32	0.0	2	1	-1
33	-1.0	27	-5	1
34	0.9	7	-8	-1
35	-0.5	5	-1	-1
36	3.0	-4	-8	8
37	0.1	-4	0	0
38	-0.4	-11	-8	-2
39	-1.0	-10	5	0
40	-0.3	-16	3	1
41	-0.2	-3	-3	-4
42	0.8	-1	-1	1
43	0.3	-6	-2	-2
44	2.5	-2	-6	-3
45	-0.1	-5	-9	4

Filtered by structure, the compounds so far with fluorine
nr	structure	SKN-1 block	E coli Lon inh	MT1-MMP act inh	CendR NRP1 mod	Neddyl block
2	O=C(Nc1ccc(NC(=O)C2CC2)nc1)c1cccc(F)c1	1	15	-3	14	i
3	CCOc1ccccc1N1CCN(S(=O)(=O)c2ccc(F)c(F)c2)CC1	2	-8	-2	6	i
7	Cn1cncc1C#Cc1ccc(N2C(c3ccsc3)=Cc3ccc(F)cc3C2c2c[nH]c3ccccc23)cc1 (centres undefined)	10	-9	-9	-11	/
14	Cc1nc2ccc(NC(=O)[C@@H](NC(=O)c3c(F)cccc3F)C(C)C)cc2s1	1	-67	-13	-83	i
19	Fc1cccc(CN2CCC(Cc3ccccc3)CC2)c1	-16	-2	1	0	i

nr	MsrA inh	FAS-TE inh	bovine MsrA act	Rin1-Abl PPI inh
2	0.8	-12	-5	-1
3	-0.4	11	-12	1
7	1.9	4	-5	/
14	-0.4	-5	-5	5
19	-0.1	0	-2	0

More compounds.
nr	structure	SKN-1 block	E coli Lon inh	MT1-MMP act inh	CendR NRP1 mod	Neddyl block
46	COc1ccc(C(NC(=O)C2CCN(CCOc3ccc(Cl)cc3Cl)CC2)c2ccccn2)cc1 (centres undefined)	10	3	-1	11	i
47	COCC(COCCCNC(=O)Nc1ccc(Br)cc1)OC (centres undefined)	-9	-3	2	-17	i
48	O=C(CCC1CCCN(C(=O)CCCc2ccccc2)C1)N1CCN(c2ccccn2)CC1 (centres undefined)	-3	7	-4	-2	i
49	COc1ccc(OC)c2[nH]c(=O)c(CCNS(=O)(=O)c3ccccc3)cc12	-29	-3	3	3	i
50	O=C1c2cccnc2C(O)N1Cc1ccco1 (centres undefined)	15	-7	5	-11	i
51	Cc1ccccc1-c1noc(-c2ccccc2F)n1	14	1	8	-5	i
52	CC(=O)c1ccc(NC(=O)C(C)Sc2nnc(C3CC3)n2C2CC2)cc1 (centres undefined)	-1	3	-2	8	i
53	Cc1ccccc1-c1cccc([C@@H]2C[C@H]3[C@H](CON3C)CN2C(=O)C(C)(C)C)c1	2	-8	1	2	i
54	CC[C@@H](C(=O)n1nc(C)cc1C)[C@H](NS(=O)(=O)c1ccc(C)cc1)c1ccccc1	21	-10	-12	6	i
55	O=C(Nc1cccc(C(F)(F)F)c1)n1cc(-c2ccccn2)c(N2CCOCC2)n1	1	0	-3	-1	i
56	CC(C)N(CCNC(=O)C1CCN(S(=O)(=O)N2CCOCC2)CC1)Cc1ccccc1	-1	5	1	-1	i
57	CC(=O)Cn1ncc(N2CCCCC2)c(Cl)c1=O	2	0	3	6	i
58	CCC(=O)c1ccc(OC(=O)/C=C/c2cc(OC)c(OC)c(OC)c2)cc1	-22	10	3	2	i
59	COCc1c(C(=O)NCc2ccccc2CN2CCCC2)oc2ccccc12	0	9	-1	-18	i
60	CCC(C)(C)C(=O)Nc1ccc(OC)cc1[N+](=O)[O-]	-10	-6	1	-10	i

nr	MsrA inh	FAS-TE inh	bovine MsrA act	Rin1-Abl PPI inh
46	-1.2	3	0	3
47	-0.9	-7	0	0
48	0.0	2	1	0
49	1.5	-4	-12	2
50	-1.7	-8	-3	-2
51	0.2	14	-3	0
52	0.5	-3	-6	2
53	-0.5	-6	1	2
54	0.9	17	-1	1
55	-0.4	3	-4	0
56	0.3	-7	1	-3
57	1.9	-12	-2	-3
58	1.2	4	1	1
59	-0.9	-6	0	0
60	/	-8	-11	-2

Single records (already shown). Order of screens: SKN-1 block	E coli Lon inh	MT1-MMP act inh	CendR NRP1 mod	Neddyl block	MsrA inh	FAS-TE inh	bovine MsrA act	Rin1-Abl PPI inh
CC(C)N(CCNC(=O)C1CCN(S(=O)(=O)N2CCOCC2)CC1)Cc1ccccc1 in the list: -1	5	1	-1	i	0.3	-7	1	-3
O=C1c2cccnc2C(O)N1Cc1ccco1 (centres undefined) in the list: 15	-7	5	-11	i	-1.7	-8	-3	-2
Cc1ccccc1-c1noc(-c2ccccc2F)n1 in the list: 14	1	8	-5	i	0.2	14	-3	0
CC(=O)c1ccc(NC(=O)C(C)Sc2nnc(C3CC3)n2C2CC2)cc1 (centres undefined) in the list: -1	3	-2	8	i	0.5	-3	-6	2
COc1ccc(C(NC(=O)C2CCN(CCOc3ccc(Cl)cc3Cl)CC2)c2ccccn2)cc1 (centres undefined) in the list: 10	3	-1	11	i	-1.2	3	0	3
